High-throughput results (PubChem BioAssay)
Pf Dd2 inh – Plasmodium falciparum Dd2 growth inhibition; Potency, µM (highest dose often 28.9 µM), for the others: at the top dose activity, negative = inhibition, usual class: inhibitors; 120,000 compounds, 4.3% hits; P. falciparum Dd2 growth, SYBR Green, 72 h; AID 1347417; active = well fitted inhibition curve with a large enough effect; inconclusive = small, poorly fitted or top-dose-only effect; inactive = no such curve, though single readings can be large or run the other way;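 also: plate controls were DMSO vehicle for no effect and reference drug for full effect; nearly all actives have a fitted effect of over 65% in size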
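Infected erythrocytes (Dd2, 0.3% parasitemia, 2.5% hematocrit final) are added to compound in RPMI-1640/Albumax II medium, grown 72 h at 37C in low oxygen, then lysed with saponin/Triton-X containing SYBR Green and read by fluorescence.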
* hit, by the source's call; i = inactive; ? = inconclusive; [ ] = dose if it differs, or a comment. Potency is read from the fitted curve at half-maximal effect.

Compound	Pf Dd2 inh
COCC(=O)N(C[C@H]1O[C@@H](CC(=O)NC2CC2)[C@H](O)[C@@H]1O)C[C@H]1O[C@@H](CC(=O)NC2CC2)[C@H](O)[C@@H]1O	9%
Cn1nc(-c2nncn2CC2CC2)c2c1CCN(C(=O)CC1CCCC1)C2	?
COc1ncc(CN2CCc3c(n(CCOc4ccccc4)n(-c4ccccc4)c3=O)C2)cn1	13%
O=C(C[C@@H]1C[C@H]2O[C@H](CNCc3ccccc3Cl)[C@@H](O)[C@H]2O1)N1CCOCC1	1%[44.1 µM]
COCCNC(=O)CCc1c(C)nn(-c2ccccc2)c1Oc1ccc(F)cc1F	i
C[C@@H](O)[C@H](N)C(=O)N1CCc2onc(-c3cccc4ccccc34)c2C1	?
CC(C)c1noc(C2CCCN(C(=O)C3CC3)CCC(=O)NCC2)n1 (stereo unspecified)	6%
Cc1cc(/C=C(\C#N)C(=O)Nc2ccccc2)c(C)n1-c1ccc(F)cc1	-15%
C#CCN(C)C(=O)[C@@H]1CCCN1[C@H](CC(C)C)C(=O)NC	-25%[44.1 µM]
Cc1ccccc1-c1noc(CCC(=O)Nc2cccc(C)c2C)n1	49%[activator]
CN1CCN([C@H]2[C@@H]3OC[C@@H](O3)[C@@H](NC(=O)Nc3ccccc3)[C@@H]2O)CC1	6%[44.1 µM]
CCOC(=O)CNC(=O)Nc1cc(C(=O)NCc2ccc(C(C)C)cc2)ccc1N1CCCC1	3%
COc1ccc(CNC(=O)c2nc(Cn3nc(C)c(Br)c3C)no2)cc1OC	i
COc1ccc(Cn2c(=O)c(-c3noc(C)n3)c3n(c2=O)CCCC3)cc1F	-15%
COc1ccc(-n2nc(C(=O)NCc3ccc(F)cc3Cl)c3c4ccccc4n(C)c3c2=O)cc1Cl	-29%[5.79 µM]
NC(=O)NCC(=O)N1CCCC(Nc2ccc3c(c2)OCCO3)C1 (stereo unspecified)	i
O=c1cc(N2CCOCC2)oc2c(NCc3cnccn3)nccc12	-21%[44.1 µM]
CN1CCC(Oc2nccnc2N2CCc3ccccc3C2)C1 (stereo unspecified)	8.9µM*
O=C1NCCCCCCN(Cc2ccncc2)[C@@H]2CN(C(=O)Nc3ccccc3)CC[C@H]12	?
O=C(c1ccoc1)N1CCCC1c1nc(C2CCOCC2)no1 (stereo unspecified)	35%[activator]
Cc1cc(C(=O)N2CCCCCCNC(=O)[C@@H]3C[C@@H](c4nc(Cc5ccccc5)no4)C[C@@H]32)n(C)n1	i
CCn1c(=O)c2cc(C(=O)NCCCOC)sc2c2ccccc21	?
COc1cc(OC)c(C(=O)N2Cc3cnc(CC(C)C)nc3C2)cc1OC	-23%
O=C(CSc1nc2c([nH]c3ccccc32)c(=O)n1-c1ccc(Cl)cc1)NC1CCCCC1	13µM*
O=C(CNC(=O)c1ccccc1Cl)OCc1cc(=O)n2nc(C3CC3)sc2n1	i
Cc1ccc(-c2noc(CSc3nnc(C)n3-c3ccc(F)cc3)n2)cc1	1%
Cc1ccc(C(=O)N2CCC3(CC2)NC(=O)N(Cc2ccccc2)C3=O)cc1F	10%
COc1ccc(-c2[nH]ncc2CN2CCCN(S(=O)(=O)c3ccccc3)CCC(=O)NCC2)cc1	?
O=C(CN1CCN(c2ncccn2)CC1)NCCc1nc(-c2cccnc2)no1	-9%
Cc1ccoc1C(=O)N1CCCn2ccnc2C1c1cnn(C)c1 (stereo unspecified)	-17%
CCCOC(=O)N1CCCC2(CCC(=O)N(Cc3ccccc3)C2)C1 (stereo unspecified)	0%
COCC(=O)NC[C@H]1OC[C@@H](NCc2ccc(C)cc2)[C@@H]1O	11%[44.1 µM]
CC(C)N1C[C@H](C(=O)NCCCc2ccccc2)[C@H](C(=O)O)C1	-3%
CCN(Cc1nc(-c2ccc(OC)cc2)oc1C)S(=O)(=O)c1ccc(C)cc1	49%[activator]
Cc1ccc(S(=O)(=O)N2CC(C(=O)NC3CCCCC3)C3(CCOCC3)C2)cc1 (stereo unspecified)	?
CC(C)(C)C(=O)Nc1nc2c(s1)C[C@@H]1[C@](C)(CO)[C@H](O)CC[C@@]1(C)[C@@H]2CC(=O)NC1CC1	i
O=C(NC1CC(c2nnc(CO)n2C2CC2)C1)c1scc2c1OCCO2 (stereo unspecified)	-24%
COc1cc(Cn2c(=O)oc3ccc(C)cc32)ccc1OCCC(C)C	?
COc1ccc(/C=C\c2onc(C)c2S(=O)(=O)N2CCC(C(=O)Nc3cccc(Cl)c3)CC2)cc1	?
Fc1ccc2nc(CO[C@H]3CN(Cc4ccccc4)C[C@H]3F)[nH]c2c1	13µM*
COc1ccc(S(=O)(=O)NCCc2csc(-c3cccc(F)c3)n2)cc1OC	i
COc1ccc2c(CNC3CCCCCC3)c(C(=O)O)n(Cc3ccc(C)cc3)c2c1	8.9µM*
CCN(C(=O)c1ccc2c(c1)N(S(C)(=O)=O)CC2)c1ccccc1	-14%
Cc1cc(C)cc(NC(=O)CCc2c(C)nc3nc(CNC(=O)c4cccc(F)c4)nn3c2C)c1	-22%
Cc1ccc(-n2c(SCc3nc(-c4ccccc4C)no3)nnc2-c2ccncc2)cc1C	?
CC(C)(C)c1ccc(S(=O)(=O)Nc2ccc(O)c(Sc3nc4ccccc4s3)c2)cc1	?
Cc1cccc(CN2C(=O)c3ccccc3S(=O)(=O)c3ccc(C(=O)N(C)Cc4ccccc4)cc32)c1	?
c1nc(N2C[C@@H](c3ccc4c(c3)OCO4)[C@@H]3[C@H]2C2CCN3CC2)c2[nH]cnc2n1	-14%
CCOc1ccc(CCNC(=O)c2cc3c(-c4cccc(OC)c4)nn(C)c3s2)cc1OCC	i
COC(=O)c1ccccc1NC(=O)CCCn1nc(C)c2sc3ccccc3c2c1=O	11%
CCC(CC)C(=O)Nc1nnc(SCc2cc(=O)c3ccccc3[nH]2)s1	4%
CC(=O)N(Cc1cccnc1)c1nc2c(C)cc(C)cc2s1	?
CC(C)(C)c1ccc(C(=O)N2CCC(c3nc(-c4ccc(S(=O)(=O)N5CCCC5)cc4)no3)CC2)cc1	-28%
CCCCN(CCCC)C(=O)c1cc2c(=O)n3ccccc3nc2s1	?
COc1cccc(CNC(=O)c2cccc(-n3c(C)nc4cccnc43)c2C)c1	9%
Cn1cc(-c2ccc3c(n2)CN(Cc2ccc(F)cc2)C(=O)CO3)cn1	i
Cc1ccccc1NC(=O)CN1C(=O)C(C)(C)c2ccccc21	i
Cc1cccc(N(C)S(=O)(=O)c2cc3[nH]c(=O)c(=O)[nH]c3cc2C)c1	12%
CCCCNC(=O)N1CCC2(CC1)SCC(=O)N2c1ccc(OC)cc1	12%
COc1ccc(-c2nn(-c3ccccc3C)cc2CN(C)C(C)c2ccncn2)cc1F (stereo unspecified)	?

(list continues)
Compound | Pf Dd2 inh
O=C(Nc1ccc(N2CCOCC2)cc1)C1CCN(c2cn[nH]c(=O)c2)C1 (stereo unspecified) | ?
CCOc1ccccc1C1NC(=O)N(CC(=O)NCc2ccc(OC)cc2)C2=C1C(=O)OC2 (stereo unspecified) | i
CCOc1ccc2nc(N3CCCC(C(=O)Nc4ccc(Br)c(C)c4)C3)sc2c1 (stereo unspecified) | -13%
Cc1noc(C)c1C(=O)N1CCC2(CC1)CN(C(=O)c1ccc(Cl)cc1)CCO2 | 32%[activator]
O=c1c2nc(Nc3ccc(C(F)(F)F)cc3)ccc2ncn1C1CC1 | ?
CN(C)c1cccc(Oc2nnnn2[C@H]2CO[C@H]3[C@@H]2OC[C@@H]3N)c1 | -12%[44.1 µM]
COc1cccc(CN2C[C@@H]3C(=O)N(Cc4ccc5c(c4)OCO5)C(=O)[C@@H]3C2)c1OC | ?
COC[C@@H]1CN(C(=O)c2nccc3ccccc23)C[C@H]1c1ccccn1 | i
CC(=O)Nc1ccc(CN2CCn3c(nn(-c4cccc(Cl)c4)c3=O)C2)cc1 | ?
O=C(c1cccc(F)c1F)N1CCCC2(CCNCC2)CC1 | 13%
Cc1ccc(C(=O)NC2CCN(c3cc(-c4ccccc4)[nH]n3)CC2)c(C)c1 | i
Cc1ccc(Cn2c(-c3ccc(F)cc3)nc(C)c(CCO)c2=O)cc1C | ?
Cc1cnn(CCCNC(=O)C2CC(=O)N(C(C)(C)C)C2)c1 (stereo unspecified) | -17%
O=C(CSc1nccn1Cc1ccccc1)Nc1ccc2c(c1)OCO2 | i
O=C(Nc1cnc(-c2ccc(Cl)cc2)nc1)c1cccc(F)c1 | i
COc1ccc(-n2cc(-c3ccccc3)nc2SCC(=O)Nc2ccccc2)cc1Cl | ?
CCCCCNc1ncnc2c1CN(C1CCCNC1)C(=O)CN2C (stereo unspecified) | 9%
COc1ccc(-c2nnc(C3CCN(S(=O)(=O)c4ccc(C)c(C)c4)CC3)o2)cc1 | ?
COc1ccccc1CNC(=O)c1ccc(C)c(-n2cnc3cccnc32)c1 | 15%
CCOc1ccc(-c2nonc2NC(=O)c2oc3ccc(Cl)cc3c2C)cc1 | 33%[activator]
Cc1ccc(OCc2nc(-c3ccc(C(=O)NCCc4ccc(S(N)(=O)=O)cc4)cc3)oc2C)cc1 | 21%
COc1cccc(-c2nn(-c3ccccc3)c(OC(C)=O)c2-c2ccc(NC(=O)c3ccco3)cc2)c1 | ?
CCC1(N2CCN(C(=O)Nc3cccc(F)c3C)CC2)CCN(C(=O)C(C)C)C1 (stereo unspecified) | ?
COc1cccc(N2C(=O)NC(=NC3CCCCC3)C23CCCN(Cc2ccc(F)cc2)C3)c1 (stereo unspecified) | 13µM*
Cc1cc(=O)n(CC(=O)NCCc2ccc(Cl)cc2)c(N2CCc3ccccc3C2)n1 | ?
CC1=C[C@@H](CNC(=O)COc2ccccc2)[C@H](C(C)C)C[C@H]1CC(=O)NCCN1CCOCC1 | i
CCc1noc(-c2cn(C3CCN(C(=O)C(C)Oc4ccccc4)CC3)nn2)n1 (stereo unspecified) | -24%
COc1ccc(NC(=O)C2(Cc3cccnc3)CCCCC(=O)N2)cc1F (stereo unspecified) | -12%
Nc1c(C(=O)NCc2ccc3c(c2)OCO3)nnn1CC(=O)Nc1ccc(Br)cc1 | 40%[activator]
COCCC1(CO)CCCN(Cc2ccc(C#N)cc2)C1 (stereo unspecified) | -15%
CCOc1cc(=O)n2c(c1C(=O)Nc1ccc(OC)c(OC)c1)CCCC2 | 18%
CC(C)c1nnc(C2CN(C(=O)COc3ccccc3)CC23CCOCC3)o1 (stereo unspecified) | 3%
O=C(NCc1ccc(F)cc1)c1ccc(CN2C(=O)NC3(CCOCC3)C2=O)cc1 | 43%[activator]
O=C(Nc1ccccc1F)N1CCC(Oc2ncccc2C(=O)N2CCOCC2)C1 (stereo unspecified) | 61%[activator]
COc1ccc(CNC(=O)CC[C@H]2CNC(=O)[C@@H]3[C@@H](CCN3Cc3ncc[nH]3)N2C)cc1 | 18%
CCOc1ccc(C2CC(=O)n3nc(-c4ccc(C)cc4)nc3S2)cc1OC (stereo unspecified) | 5%
O=C(C1CC1)N1CCCC1c1nc(C2CCOCC2)no1 (stereo unspecified) | -7%
CNc1nccc(N2CCC(CC(=O)N3CCN(C(C)=O)CC3)CC2)n1 | -18%
c1cc(Cn2ccc3c(N4CCOCC4)nc(-c4cncnc4)cc32)ccn1 | 1%[44.1 µM]
COC(=O)c1scc(-c2ccc(C)cc2)c1S(=O)(=O)Nc1cccc(Cl)c1C | i
Cc1ccc(S(=O)(=O)NCC2CCC(C(=O)NCCc3ccc(Cl)cc3)CC2)cc1 (stereo unspecified) | 17%
Cc1ncsc1CN1C(=O)CO[C@H](c2ccc(NC(=O)NC(C)C)cc2)[C@H]1CO | 9%[44.1 µM]
c1ccc(OCc2cc(CC3(NCc4cccc5c4OCO5)COC3)no2)cc1 | i
CCCN1C(=O)c2[nH]nc(-c3ccccc3O)c2C1c1ccc(OCc2ccccc2)c(OC)c1 (stereo unspecified) | 10µM*
O=C(CSc1nc2c(c(=O)[nH]1)CCCC2)Nc1ccccc1C(F)(F)F | i
CC1(CNC(=O)c2ccc(Cl)s2)CCOCC1 | -19%
c1cnnc(-c2noc(C3(Cn4cccn4)CC3)n2)c1 | 10%
O=C(NCCCc1ccccc1)c1n[nH]c2c1CN(C(=O)c1ccccc1F)CC2 | i
Cc1ccc(NC(=O)N2CCC(CCNC(=O)Cc3cccc(F)c3)CC2)cc1 | i
CN(C)CCCNC(=O)C(=O)NCC(c1ccc2c(c1)OCO2)N1CCOCC1 (stereo unspecified) | 14%
O=C(NC1CCCCC1)N[C@H]1CCN2C(=O)c3cc(-c4cccs4)ccc3NC(=O)[C@H]12 | -2%
O=C(CCc1ccnc(N2CCOCC2)c1)NCc1cnccn1 | 8%

Some of the compounds tested, so the mix of outcomes need not match the whole.
